PMI act hi M6P: PMI (human) activation, high substrate | P34949 | activation factor at 20 µM | coupled PMI enzyme assay, resazurin fluorescence, 20 min; hits give high values; 1 = untreated enzyme, 0 = substrate-free blank | AID 1216 | 190,000 compounds, 0.34% hits;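 active = activation factor of 2 or more at 20 µM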
Target sequence (P34949 whole entry, looked up): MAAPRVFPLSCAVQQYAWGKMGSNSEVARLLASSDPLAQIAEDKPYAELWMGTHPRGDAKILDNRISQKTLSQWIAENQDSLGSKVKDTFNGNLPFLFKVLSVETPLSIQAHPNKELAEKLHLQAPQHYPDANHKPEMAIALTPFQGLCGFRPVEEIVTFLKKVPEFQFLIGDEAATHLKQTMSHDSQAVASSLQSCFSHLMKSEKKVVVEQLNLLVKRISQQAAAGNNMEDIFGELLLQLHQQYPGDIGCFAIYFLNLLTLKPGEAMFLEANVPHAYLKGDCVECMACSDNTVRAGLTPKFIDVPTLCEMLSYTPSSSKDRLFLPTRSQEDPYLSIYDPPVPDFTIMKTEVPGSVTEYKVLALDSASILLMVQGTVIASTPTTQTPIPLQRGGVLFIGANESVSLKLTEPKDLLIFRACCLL
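Technique: Diaphorase-driven resazurin-to-resorufin fluorescence, excitation 544, emission 590 nm | Assay system: Human PMI in coupled enzyme assay | Times: Enzyme reaction with compound 20 min at room temperature | Medium: HEPES-buffered pH 7.4 with magnesium and detergent | Reagent: Mannose-6-phosphate 1.0 mM (near-saturating) plus 0.22 mM NADP+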
FLuc inhib CS: Photinus pyralis luciferase inhibition counter-screen | inhibition, % at 10 µM | P08659 | 200,000 compounds, 1.5% hits | ATPLite firefly luciferase biochemical luminescence, 10 min;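 active = inhibition above about 50% when tested at 10 µM, limit read from the data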
APP 5'UTR act: APP 5'UTR luciferase reporter activation | SH-SY5Y APP 5'UTR luciferase reporter, luminescence; zero percent = DMSO vehicle wells | activation, % at 2 µM | 190,000 compounds, 1% hits | AID 1276;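 active = activation above a set limit, based on mean plus 3 SD of controls, cut at about 140% in these data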; note: values of inactives mirror those of a sister screen read the other way
NF-kB expr up: NF-kB expression increase, human neuronal cells; NF-kB reporter expression; hits give high values; AID 1239; fold change at 12.5 µM; 190,000 compounds, 1.6% hits; in the data active = fold change above about 3.3
FLuc stim CS: firefly luciferase counter-screen for stimulation assays | AID 1027 | ATPlite luciferase biochemical, luminescence, 10 min; 0 = ATP-free wells, 1 = DMSO control | 200,000 tested, under 10 active | P08659 | activation factor at 10 µM;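 active = luciferase activation factor, scaled between plate controls, of at least 2 with compound at 10 µM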
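System: Luciferase/luciferin detection reagent, cell-free biochemical luciferase assay | Medium: PBS buffer for ATP | Dosing: Test compounds dosed from 2 mM stocks in 100% DMSO | Timing: 10 min at ambient temperature | Signal: Luminescence measurement of luciferase light output | Evaluation: Luciferase activation, seen as luminescence increase over controls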
TNAP act hiacc: TNAP (human) activation, high acceptor. 200,000 tested, under 10 active. purified TNAP, CDP-star luminescence, 1 M DEA, 30 min; hits give high values; 0 = EDTA background, 1 = DMSO-only activity. activation factor at 20 µM. AID 1136. P05186;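 active = activation factor at least 2 at 20 µM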
Target sequence (P05186 whole entry, looked up): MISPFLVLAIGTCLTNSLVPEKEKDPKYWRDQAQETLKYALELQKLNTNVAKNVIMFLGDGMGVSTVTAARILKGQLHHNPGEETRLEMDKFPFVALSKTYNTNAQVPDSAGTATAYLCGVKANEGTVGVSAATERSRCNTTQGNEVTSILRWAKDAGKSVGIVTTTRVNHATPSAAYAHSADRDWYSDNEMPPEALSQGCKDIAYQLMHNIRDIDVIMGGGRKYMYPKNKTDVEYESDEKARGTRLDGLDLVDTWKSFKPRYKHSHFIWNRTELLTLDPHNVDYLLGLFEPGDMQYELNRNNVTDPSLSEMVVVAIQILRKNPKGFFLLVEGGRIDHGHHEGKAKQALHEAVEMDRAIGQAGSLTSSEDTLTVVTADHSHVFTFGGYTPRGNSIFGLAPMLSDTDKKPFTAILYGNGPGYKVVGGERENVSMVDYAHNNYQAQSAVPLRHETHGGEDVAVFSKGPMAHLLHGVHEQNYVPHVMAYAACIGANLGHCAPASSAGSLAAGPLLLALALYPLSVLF
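Test system – human TNAP · Doses – 20 µM single point · Incubation – 30 min, room temperature · Signal – luminescent substrate turnover signal · Read-out basis – activation factor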
TNAP inh hi DEA: TNAP (human) inhibition, high acceptor; purified TNAP, CDP-star luminescence, 1 M DEA; P05186; inhibition, % at 20 µM; 200,000 compounds, 0.03% hits;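 active = over 50% inhibition of tissue-nonspecific alkaline phosphatase at 20 µM in the single-dose screen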;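 note: plate controls were DMSO wells for no effect and EDTA-quenched wells as full inhibition for full effect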
TNAP inh no acc: TNAP (human) inhibition, acceptor-free conditions | AID 1012 | inhibition, % at 20 µM | P05186 | purified TNAP, CDP-star luminescence, 30 min | 200,000 compounds, 0.26% hits;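 active = tissue-nonspecific alkaline phosphatase inhibition above about 50% at 20 µM in the single-dose screen, limit read from the data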;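 note: 0% = DMSO negative control and 100% = EDTA positive control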
bIAP activator: increases bovine intestinal alkaline phosphatase activity | activation factor at 20 µM | AID 1016 | purified bovine IAP, CDP-star luminescence, 30 min; hits give high values; fold of DMSO-control signal, blank-subtracted | 200,000 compounds, 0.17% hits;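 active = activation factor of 2 or more at 20 µM, a signal rise over negative controls twice the positive control's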
PMI act: increases human mannose-6-phosphate isomerase activity | P34949 | purified human PMI, coupled resazurin fluorescence, 20 min; hits give high values; 1 = vehicle control, 0 substrate-free wells | activation factor at 20 µM | 190,000 compounds, 0.005% hits | AID 1214;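 active = activation factor of 2 or more at 20 µM, relative to plate controls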
Active calls of the source: *; nt = no result given. Hits appear at their usual frequency. About 3.6% of those tested had a hit in this group.

1: CCOc1cccc(C(=O)Nc2nnc(-c3ccco3)s2)c1
2: CCc1c(C)c(C#N)c2nc3ccccc3n2c1N1CCN(c2cc(C)ccn2)CC1
3: Cc1cccc(N2CCN(c3ccc(N4C(=O)CCCC4=O)cc3[N+](=O)[O-])CC2)c1C
4: CC1CC(C)CN(S(=O)(=O)c2ccccc2[N+](=O)[O-])C1 (stereo not given)
5: Clc1ccccc1Cc1noc(CN2CCCCC2CCc2ccccn2)n1 (stereo not given)
6: Cc1ccc(C(=O)O/N=C/c2c(C)nn(C)c2Cl)cc1
Compound	1	2	3	4	5	6
PMI act hi M6P	1.1	1	0.9	0.9	0.8	0.9
FLuc inhib CS	41	-3	-4	-8	-1	39
APP 5'UTR act	120	-16	8	10	-4	3
NF-kB expr up	3.3*	1.1	1	0.86	1.1	1.3
FLuc stim CS	0.6	1	1	1.1	1	0.6
TNAP act hiacc	1.1	1	1	1	1.1	1
TNAP inh hi DEA	-8	0	-3	0	-6	-2
TNAP inh no acc	8	-11	-2	2	-5	-4
bIAP activator	0.9	1.1	0.9	1.1	1.1	1
PMI act	1.2	1	0.8	0.8	0.8	0.9

7: Cc1noc(C)c1C(=O)Nc1sc2c(c1C(N)=O)CCC2
8: Cc1ccc(/C=N/n2c(-c3ccncc3)n[nH]c2=S)cc1
9: O=C(O)C1CCCN1c1ncnc2c1oc1ccccc12 (stereo not given)
10: Clc1c(CSc2nc3ccccc3o2)nc2ccccn12
11: Cc1cnc(C(=O)Nc2ccccc2-c2ccc(C)o2)cn1
12: CCC(C)NC(=O)CO/N=C/c1ccccc1OC(F)F (stereo not given)
Compound	7	8	9	10	11	12
PMI act hi M6P	1	0.6	0.9	1	1.2	1
FLuc inhib CS	-6	11	0	22	1	-4
APP 5'UTR act	-5	1	-10	172*	3	4
NF-kB expr up	1.2	1.3	1.3	5.5*	0.74	1.1
FLuc stim CS	1.1	0.9	1	0.8	1	1
TNAP act hiacc	1	1	1	1.1	1	1
TNAP inh hi DEA	-3	-5	-2	-6	2	-1
TNAP inh no acc	-17	16	-6	-11	-2	-5
bIAP activator	0.9	1	1	0.9	1	1
PMI act	1	0.3	0.8	0.9	1	1

13: O=C(O)CCN1C(=O)c2ccc(NC(=O)c3ccco3)cc2C1=O
14: O=C(O)c1ccc(COc2ccccc2/C=C2\NC(=O)N(Cc3ccc(F)cc3)C2=O)cc1
15: Cc1ccc(/C=C/c2nnc(-c3cccc(C)c3)o2)cc1
16: Cc1cccc(C(C)C)c1NC(=O)COC(=O)c1cccc(S(=O)(=O)N2CCc3ccccc3C2)c1
17: Cc1n(CC(O)COCc2ccccc2)c2ccccc2[n+]1C (stereo not given)
18: Cc1cccc(NC2=NCC(=O)N2CCc2ccccc2)c1
Compound	13	14	15	16	17	18
PMI act hi M6P	1	1.1	0.9	1.1	1.1	1.2
FLuc inhib CS	0	-4	-2	-6	-8	-4
APP 5'UTR act	2	-2	19	-8	-3	-3
NF-kB expr up	1.1	0.98	1.4	1.3	0.9	0.89
FLuc stim CS	1	1	1	1.1	1.1	1
TNAP act hiacc	1	1	1	1.1	1	1.1
TNAP inh hi DEA	1	-2	-3	-8	-4	-5
TNAP inh no acc	-6	-5	-1	-12	-11	-11
bIAP activator	1.2	1.2	0.9	1	0.9	0.9
PMI act	0.9	1.1	0.9	1.1	0.9	1

19: COC(=O)C1C(c2ccc(OC)cc2)NC(=O)NC1(O)C(F)(F)Cl (stereo not given)
20: CC(C)Cn1c(N)c(C(=O)CSc2nc3ccccc3n2C)c(=O)n(C)c1=O
21: Cn1nccc1C(=O)NC(=S)Nc1sc2c(c1C#N)CCCCC2
22: CCOc1ccc(-c2cn(S(=O)(=O)c3cccc4nsnc34)nc2N)cc1
23: CCOC(=O)C1CCCCN1Cc1cc(Cl)ccc1O (stereo not given)
24: CS(=O)(=O)N1CCN(c2ccccc2F)CC1
Compound	19	20	21	22	23	24
PMI act hi M6P	1.1	1	1	0.8	1	1.1
FLuc inhib CS	-7	-7	39	-3	-6	-2
APP 5'UTR act	-31	-3	68	8	-11	20
NF-kB expr up	1.2	1.2	0.89	0.9	1.4	1
FLuc stim CS	1.1	1.1	0.6	1	1.1	1
TNAP act hiacc	1	1	1	1	1	1
TNAP inh hi DEA	-4	-3	-3	-2	-4	-3
TNAP inh no acc	-14	-10	9	-7	-13	-12
bIAP activator	1	1	0.8	1	1.1	1
PMI act	1.1	1	1	0.8	1	1

25: Clc1ccc2[nH]c(-c3ccccc3)cc2c1
26: CC(C)c1cc(NCc2ccccn2)n2c(nc3ccccc32)c1C#N
27: CCCCNC(=S)N(C)N=C1CCC(c2ccccc2)CC1 (stereo not given)
28: Cc1ccc(C)c(-n2ccnc2SCC(N)=O)c1
29: COc1ccc(S(=O)(=O)N2CCOCC2)cc1NC(=O)CSc1ncnc2ccccc12
30: O=C1N(Cc2cccnc2)C[C@@H]2C[C@@H](c3ccc(-c4ccccc4)cc3)N3CCC[C@@]123
Compound	25	26	27	28	29	30
PMI act hi M6P	0.8	1	0.9	1.1	0.8	0.8
FLuc inhib CS	1	-5	-4	-6	-6	-1
APP 5'UTR act	119	-9	1	0	32	-13
NF-kB expr up	3.9*	nt	1.2	0.99	1.6	0.92
FLuc stim CS	1	1.1	1	1.1	1.1	1
TNAP act hiacc	1	1.1	1	1	1.1	1
TNAP inh hi DEA	-5	-9	-3	-4	-5	-4
TNAP inh no acc	-5	-22	-2	-10	-2	-7
bIAP activator	0.8	1.2	1.2	1	0.9	1.1
PMI act	0.8	1	0.5	1	0.8	0.9

31: O=C(Nc1ccc(F)cc1)N1CCN2C(=O)c3ccccc3C12c1ccccc1 (stereo not given)
32: N#Cc1ccccc1NC(=O)c1ccc(-c2ccccc2Cl)o1
33: NNC(=O)c1ccc(COc2ccccc2)cc1
34: COCCNC(=S)N1CCCC(CO)C1 (stereo not given)
35: CCOc1ccc(-c2nc(-c3ccccc3C)no2)cc1
36: Cc1cccc(N2C(=O)CCC2=O)c1
Compound	31	32	33	34	35	36
PMI act hi M6P	0.9	0.8	0.8	0.9	0.9	1.1
FLuc inhib CS	-4	9	1	3	54*	-5
APP 5'UTR act	-14	45	-2	25	78	5
NF-kB expr up	0.79	2.1	1.2	1.2	nt	1.2
FLuc stim CS	1	0.9	1	1	0.5	1.1
TNAP act hiacc	1.1	1	1	1	1	1
TNAP inh hi DEA	-11	1	1	-1	-1	-2
TNAP inh no acc	-15	1	-10	-11	-4	-10
bIAP activator	0.9	0.9	0.9	1.3	0.9	1
PMI act	0.9	0.9	0.8	0.9	0.9	1

37: Cc1nnsc1SCC(=O)O
38: CC(C)c1cc(C(=O)O)n[nH]1
39: CCc1nccn1S(=O)(=O)c1ccc(Br)cc1Br
40: Cc1ccc(-c2noc(CCC(=O)Nc3ccccc3N3CCN(C)CC3)n2)cc1
41: CC(C)(C)c1ccc(OCC(=O)N2CCN(C=O)CC2)cc1
42: CCOC(=O)N1CCN(C(=O)C2CCCN(S(=O)(=O)c3ccc(F)cc3)C2)CC1 (stereo not given)
Compound	37	38	39	40	41	42
PMI act hi M6P	1	1	1.1	1	0.9	1
FLuc inhib CS	-7	-9	0	2	14	-4
APP 5'UTR act	1	nt	-19	17	-19	1
NF-kB expr up	0.92	1.3	0.98	0.98	1.1	nt
FLuc stim CS	1.1	1.1	1	1	0.9	1
TNAP act hiacc	1.1	1	1	1	1	1
TNAP inh hi DEA	-5	-4	0	0	-3	-4
TNAP inh no acc	-1	7	-4	-3	-19	-7
bIAP activator	1	0.9	0.9	1	0.9	1.1
PMI act	1.1	1	1	1.1	0.9	0.9

Full records as entered above. Screens in order: PMI act hi M6P	FLuc inhib CS	APP 5'UTR act	NF-kB expr up	FLuc stim CS	TNAP act hiacc	TNAP inh hi DEA	TNAP inh no acc	bIAP activator	PMI act
Listed for Cc1ccc(-c2noc(CCC(=O)Nc3ccccc3N3CCN(C)CC3)n2)cc1 : 1	2	17	0.98	1	1	0	-3	1	1.1
Listed for CC(C)c1cc(C(=O)O)n[nH]1 : 1	-9	nt	1.3	1.1	1	-4	7	0.9	1

More entries
43: COc1ccc(Cl)cc1NC(=O)C(=O)NC1CCCCCC1
44: COc1ccc(/C=C(/NC(=O)c2ccc([N+](=O)[O-])cc2)C(=O)NC(C)(C)C)cc1
45: O=C(O)CCCC(=O)N(Cc1ccccc1)Cc1ccccc1
46: Cc1cc(C)nc(SCCS(=O)Cc2ccc(Cl)cc2)n1 (stereo not given)
47: CCOC(=O)c1ccc(NC(=S)Nc2ccccn2)cc1
48: Cn1cccc1Cc1nnc(SCC(=O)Nc2ccc3c(c2)OCO3)n1-c1ccc(F)cc1
Compound	43	44	45	46	47	48
PMI act hi M6P	0.9	0.8	0.8	1	1	0.9
FLuc inhib CS	-5	-2	-3	-1	3	-7
APP 5'UTR act	-8	-5	-11	6	52	-4
NF-kB expr up	1.1	0.99	1.1	1.2	1.7	1
FLuc stim CS	1	1	1	1	1	1.1
TNAP act hiacc	1	1	1.1	1	1	1
TNAP inh hi DEA	-2	0	-7	-1	-2	-2
TNAP inh no acc	-2	-12	-12	-11	6	4
bIAP activator	0.9	1	0.9	1.1	0.8	1
PMI act	0.9	1.2	0.9	0.9	0.9	0.9

49: O=C(NCCCn1ccnc1)/C(=C/c1ccco1)NC(=O)c1cccs1
50: CCN(C(=O)COC(=O)/C=C/c1ccc(O)c(OC)c1)C1CCS(=O)(=O)C1 (stereo not given)
51: COc1ccc(NC(=O)Cc2nnc(SCC(=O)Nc3cc(C)ccc3OC)n2C)cc1
52: Cc1ccc(NC(=S)NC(=O)/C=C/c2ccco2)c(O)c1
53: CCn1c(N)c(C(=O)NCc2ccco2)sc1=S
54: Clc1ccc(OCCSc2nnnn2C2CCCCC2)cc1
Compound	49	50	51	52	53	54
PMI act hi M6P	0.8	0.8	1	0.9	0.8	1
FLuc inhib CS	-2	4	-5	7	-1	1
APP 5'UTR act	-14	6	-17	26	8	-20
NF-kB expr up	0.98	1.1	1	1.3	1.1	1.5
FLuc stim CS	1	1	1	0.9	1	1
TNAP act hiacc	1	1	1	1	1	1
TNAP inh hi DEA	-2	2	-4	4	-3	-2
TNAP inh no acc	-6	1	-4	3	-7	-4
bIAP activator	1.1	1	1	1	1	0.9
PMI act	1	0.9	0.9	1	0.9	0.9

55: Cc1cccc(S(=O)(=O)Nc2ccc3c(c2)OCCO3)c1
56: CNc1oc(-c2ccccc2)nc1C#N
57: O=C(Nc1cccc(Cl)c1N1CCCCC1)c1ccc2c(c1)OCCO2
58: Cn1cc(C(=O)NCc2ccccc2F)cn1
59: Cc1cc(-c2cccc(Br)c2)c(C#N)c(N)n1
60: COc1ccc(/C=c2/sc3n(c2=O)C(c2ccccc2OC)C2=C(N=3)c3ccccc3CC2)cc1O (stereo not given)
Compound	55	56	57	58	59	60
PMI act hi M6P	1.1	0.9	0.8	1	1.1	0.8
FLuc inhib CS	-7	-1	-3	-2	-7	2
APP 5'UTR act	-6	20	0	-3	-11	-84
NF-kB expr up	0.93	1.2	0.77	0.96	1.4	1
FLuc stim CS	1.1	1	1	1	1.1	1
TNAP act hiacc	1.1	1	1	1.1	1	0.9
TNAP inh hi DEA	-7	-2	-2	-7	-1	12
TNAP inh no acc	-12	-8	-6	-12	-8	10
bIAP activator	0.9	0.9	0.9	0.9	0.8	0.8
PMI act	1	0.9	0.8	1	1	0.8

Screening results from PubChem BioAssay.
